Chronic BCR inh = chronic active BCR signaling inhibition. AID 493014. ABC-DLBCL IkBa-CBG/CBR reporter, luminescence ratio, 4 h. hit rate 0.05% among 340,000. Potency, µM (doses to about 46.1 µM), inactives show at the highest dose ratio change, negative = lower green/red ratio, hits mostly inhibitors; active = well fitted inhibition curve with a large enough effect in the signal ratio, with a control signal flat, not every such curve was filed as active; inconclusive = small, poorly fitted or top-dose-only effect, or effect the other way, or a change in a side signal; the % refers to the signal ratio;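 note: potency is the fitted concentration of half-maximal effect; plate controls were basal doxycycline-induced cells for no effect and cells given 10 µM MG132 for full effect; MG132 reads +100%, hits lower the ratio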
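Doxycycline induced both beetle luciferases in TMD8 lymphoma cells; IKK-driven degradation limits the IkappaBalpha-fused green signal, while red luminescence normalises for cell number and nonspecific effects. Compounds tested up to 46 uM, 4 hrs.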
PTAP TSG101 blk = blocks PTAP/TSG101 interaction to inhibit HIV-1 budding. Q99816. Fluorescence polarization, FITC-PTAP peptide / Tsg101 binding. Potency, µM (doses to about 115 µM), for inactives: at the top dose activity change, negative = inhibition, usual class: inhibitors. 340,000 tested, under 10 active. AID 493005; active = well fitted inhibition curve with a large enough effect in the main read-out, with a control signal flat, not every such curve was filed as active; inconclusive = small, poorly fitted or top-dose-only effect, or effect the other way, or a change in a side signal; inactive = no such curve, though single readings can be large or run the other way; note: potency is the fitted concentration of half-maximal effect; % of control where 0% means no effect
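Fluorescence polarization binding of Tsg101 binding domain (10 uM final) to FITC-labeled PTAP peptide (50 nM final) in HEPES pH 7.5 buffer with NaCl, Tween 20, EDTA, TCEP. Compounds added before peptide; binding 20 min at RT.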
Menin-MLL TR inh = displaces Texas Red mutant MLL peptide from human menin; AID 1768; Menin + Texas Red MLL mutant peptide, fluorescence polarization; Potency, µM (top dose mostly 61.6 µM), for the others: at the top dose FP activity change, negative = inhibition, most hits filed as inhibitors; hit rate 0.23% among 270,000; active = well fitted inhibition curve with a large enough effect in the polarisation, with a control signal flat, not every such curve was filed as active; inconclusive = small, poorly fitted or top-dose-only effect, or effect the other way, or a change in a side signal; inactive = no such curve, though single readings can be large or run the other way; the % refers to the polarisation; note: potency is the fitted concentration of half-maximal effect; % of control where 0% means no effect; many of its hits are not listed in these tables
Tb PFK inh = inhibitors of T. brucei phosphofructokinase | hit rate 0.17% among 330,000 | T. brucei PFK, ADP-Glo luminescence | O15648 | Potency, µM (top dose mostly 57.5 µM), for the others: at the highest dose activity, negative = inhibition, usual class: inhibitors;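 note: potency is the fitted concentration of half-maximal effect; 0% = uninhibited 1x PFK enzyme wells and -100% = no-enzyme wells; nearly all actives have a fitted effect of over 60% in size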
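In TEA buffer at pH 8.0 with 5 mM MgCl2, enzyme (1.25 nM) converted F6P (0.5 mM) and ATP (0.1 mM) for 45 min at room temperature. ADP product was read by luciferase luminescence.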
B2AR arrestin = agonists driving beta-arrestin recruitment to human beta2-adrenergic receptor | AID 492947 | Potency, µM (doses to about 46.1 µM), for inactives: top-dose activation, hits mostly activators | beta-arrestin recruitment to beta2AR, cell-based reporter | hit rate 0.02% among 330,000;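 note: potency is the fitted concentration of half-maximal effect; 0% = DMSO controls and full agonism = EC100 isoproterenol or metaproterenol; nearly all actives have a fitted effect of over 65% in size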
PKM2 activator = activators of human pyruvate kinase M2. purified PKM2, Kinase-Glo ATP luminescence, activation; response scale: 0% is enzyme alone, no compound. Potency, µM (top dose mostly 57.5 µM), for inactives: at the highest dose activation, actives largely listed as activators. hit rate 0.34% among 260,000; note: potency is the fitted concentration of half-maximal effect; % is set by controls: 0 for no effect and ±100 for the full control effect; nearly all actives have a fitted effect of over 55% in size
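Purified hPK-M2 (>95%) run at intermediate activity with 0.1 mM ADP and 0.5 mM PEP in 50 mM imidazole pH 7.2, KCl, MgCl2; 1 h room temperature. ATP formed read by Kinase-Glo luminescence; normalized to uninhibited and no-enzyme controls.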
GALK inhibitor = inhibitors of human galactokinase; P51570; Purified GALK, Kinase-Glo residual ATP luminescence; Potency, µM (series often up to 57.5 µM), for inactives: at the highest dose activity change, negative = inhibition, usual class: inhibitors; hit rate 0.007% among 270,000; AID 1868; note: potency is the fitted concentration of half-maximal effect; % is set by controls: 0 for no effect and ±100 for the full control effect
Target sequence (P51570 whole entry, looked up): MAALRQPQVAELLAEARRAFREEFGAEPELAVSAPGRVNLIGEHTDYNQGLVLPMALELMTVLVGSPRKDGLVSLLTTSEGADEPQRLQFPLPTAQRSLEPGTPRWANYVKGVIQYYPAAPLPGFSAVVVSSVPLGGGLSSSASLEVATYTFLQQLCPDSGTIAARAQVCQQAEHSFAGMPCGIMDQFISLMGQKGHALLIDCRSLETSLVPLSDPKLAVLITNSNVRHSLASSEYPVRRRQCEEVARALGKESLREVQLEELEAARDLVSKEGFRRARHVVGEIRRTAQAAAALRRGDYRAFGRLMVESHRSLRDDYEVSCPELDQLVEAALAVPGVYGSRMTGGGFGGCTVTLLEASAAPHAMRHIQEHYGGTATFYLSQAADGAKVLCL
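The enzyme phosphorylates galactose (100 uM) using ATP (35 uM); inhibition is detected as higher residual ATP, quantified by bioluminescence after 1 h reaction at room temperature, pH 8.0.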
Giardia killer = Giardia lamblia killing. Giardia lamblia trophozoite viability. activity change, % at 7.66 µM, hits read low. hit rate 0.15% among 340,000; in the data active = activity change below about -80%; inconclusive = between about -30% and that limit;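 note: parasites exposed to compound for two days anaerobically before the ATP read; % is set by controls: 0 for no effect and ±100 for the full control effect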
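Trophozoite viability was measured as ATP-dependent luminescence, read 15-30 min after reagent addition. Before that, parasites at 100 cells/well were exposed to compounds for 48 h, anaerobically, at 37 deg C.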
Coupling enz = counter-screen for Giardia aldolase inhibitors: coupling enzyme system; coupling enzyme system counterscreen, AmpLite Red fluorescence; hit rate 0.67% among 290,000; activity change, negative = inhibition, % at 58.2 µM, hits read low; in the data active = activity change below about -30%; note: % is set by controls: 0 for no effect and ±100 for the full control effect
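Final compound at 57.5 uM, incubated 10 min at RT with coupling enzyme reagent (glyceraldehyde-3-phosphate), then 20 min with substrate and AmpLite Red detection. Fluorescence read at 525/598 nm; tests interference with the coupling assay, not aldolase inhibition.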
Integrin act MD = activates integrin-mediated alleviation for muscular dystrophy. alpha7betagal myoblasts, beta-gal FDG fluorescence, 48 h. Potency, µM (top dose mostly 38.3 µM), inactives show at the top dose activation, actives largely listed as activators. hit rate 0.064% among 350,000. AID 624291;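 note: potency is the fitted concentration of half-maximal effect; 100% = response of the positive control SU9516; nearly all actives have a fitted effect of over 60% in size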
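Alpha7betagal+/- myoblasts (passage 13) were plated 16-24 hr, then exposed to compounds (1:260 dilution of DMSO stock) for 48 hours at 37C. After MPER lysis, β-galactosidase reporter activity was read as FDG fluorescence (ex 480/em 540) after 30 minutes.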
ASM inhibitor = blocks human secretory acid sphingomyelinase. placental ASM, HMU-PC fluorogenic substrate, 60 min. hit rate 0.006% among 340,000. P17405. Potency, µM (top dose mostly 57.5 µM), inactives show at the highest dose activity change, negative = inhibition, actives largely listed as inhibitors. AID 504937; note: potency is the fitted concentration of half-maximal effect
Target sequence (P17405 47-631 limits assumed): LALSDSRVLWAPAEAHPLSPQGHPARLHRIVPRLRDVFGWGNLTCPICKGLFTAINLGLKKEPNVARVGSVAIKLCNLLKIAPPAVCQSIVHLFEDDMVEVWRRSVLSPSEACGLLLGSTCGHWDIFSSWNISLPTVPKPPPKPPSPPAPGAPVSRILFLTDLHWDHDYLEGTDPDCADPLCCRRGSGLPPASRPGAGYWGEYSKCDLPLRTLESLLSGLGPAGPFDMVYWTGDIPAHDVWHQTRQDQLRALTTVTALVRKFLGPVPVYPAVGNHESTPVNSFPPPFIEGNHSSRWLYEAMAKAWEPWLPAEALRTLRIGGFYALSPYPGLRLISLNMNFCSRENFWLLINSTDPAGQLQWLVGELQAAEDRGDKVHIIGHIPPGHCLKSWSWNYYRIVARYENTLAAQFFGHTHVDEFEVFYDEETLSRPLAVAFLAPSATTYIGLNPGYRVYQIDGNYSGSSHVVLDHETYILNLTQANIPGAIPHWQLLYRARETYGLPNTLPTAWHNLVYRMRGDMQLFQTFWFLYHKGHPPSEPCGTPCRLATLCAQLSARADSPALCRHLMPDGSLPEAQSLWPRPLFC
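Human placenta-derived ASM enzyme was preincubated with compound for 10 minutes at room temperature, then given fluorogenic substrate HMU-PC0 (9 uM final) for 60 minutes at 37 °C; a pH 10 stop preceded fluorescence reading at Ex 386/Em 447 nm.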
* hit, by the source's call; ? = inconclusive; . = no result given; [ ] = another dose, or the depositor's remark. Unless noted, calls come from the whole dose curve; as a rule, active = well fitted curve in the direction sought with a large enough effect; inconclusive = small, poorly fitted or top-dose-only effect, or another doubt; inactive = no such curve, though single readings can be large; an effect the other way counts as inactive or inconclusive.

SMILES	Chronic BCR inh	PTAP TSG101 blk	Menin-MLL TR inh	Tb PFK inh	B2AR arrestin	PKM2 activator	GALK inhibitor	Giardia killer	Coupling enz	Integrin act MD	ASM inhibitor
O=C(c1cnn2c(C(F)(F)F)cc(-c3ccco3)nc12)N1CCc2ccccc2C1	6.6%	1.6%	-14.0%	-9.0%	-0.2%	1.2%	3.1%	0.9	-0.1	19.4%	107.2%[activator]
CN1CCN(c2ccc(NC(=O)COc3ccccc3)cc2Cl)CC1	-0.5%	-0.1%	-9.5%	-7.8%	-0.3%	0.6%	6.7%	-15.7	1.3	0.0%	3.1%
Cc1nc2sc(C(c3ccccc3)N3CC(C)OC(C)C3)c(O)n2n1 (stereo unspecified)	?	-1.3%	-8.0%	-1.7%	0.0%	-0.5%	-0.6%	10.7	2.3	34.7%	1.2%
COc1ccc(OC)c(NC(=O)CSc2nnc(-c3ccco3)n2-c2ccccc2)c1	2.0%	-4.8%	0.0%	-5.4%	0.1%	0.4%	-0.4%	-2.1	1.5	-38.7%[inhibitor]	-1.5%
CCC(=O)N1CCc2cc(S(=O)(=O)CCC(=O)N3CCN(c4ccc(C(C)=O)cc4)CC3)ccc21	-3.0%	-2.9%	-2.3%	0.6%	0.3%	.	-0.5%	-0.9	-0.3	?	0.3%
CCOCc1nnc(NC(=O)CCS(=O)(=O)Cc2ccccc2)s1	-11.9%	1.7%	14.7%	-2.3%	-0.2%	0.2%	17.2%	-8.4	-4.5	-15.0%	-14.4%
CCOC(=O)c1c(NC(=O)c2cc(C)on2)c2cc([N+](=O)[O-])ccc2n1C	-6.7%	-16.4%	.	0.1%	4.2%	-3.4%	.	-6.5	0.8	-11.9%	6.2%
CC(NC(=O)COC(=O)c1cc(Cl)ccc1O)C1CC2CCC1C2 (stereo unspecified)	3.2%	-10.8%	.	-3.0%	-0.1%	.	.	-21.7	.	-9.8%	31.5%[activator]
CCOC(=O)C1CCCN(C(=O)Cn2sc3nc(C)cc(C)c3c2=O)C1 (stereo unspecified)	?	-0.1%	-2.6%	1.51µM*	-0.1%	2.3%	2.1%	-13.5	2.7	-49.5%[inhibitor]	-2.3%
CCOC(=O)CSc1nnc(CNC(=O)c2cccc(C)c2)n1-c1ccccc1OC	-1.7%	-0.5%	-14.3%	-0.5%	-0.2%	1.6%	1.1%	0.9	5.5	10.9%	6.4%
CCn1c(CNC(=O)COc2ccc(C(C)C)cc2)nnc1SCC(=O)Nc1ccccc1C(C)C	-0.7%	-6.1%	?	-1.1%	0.2%	-2.2%	1.4%	-0.6	2.9	-45.5%[inhibitor]	-1.0%
O=c1oc2ccccc2c2c1nc(C(F)(F)F)n2-c1ccccc1	-8.9%	-3.5%	-8.4%	-0.5%	-0.3%	-2.2%	-0.3%	-9.1	-1.9	14.5%	2.0%
COc1ccc(Cn2cc(C(=O)c3ccccc3)c(=O)c3cc(OC)ccc32)cc1	-3.5%	-1.1%	-4.4%	-2.0%	-0.7%	-1.7%	.	7.6	-5.9	-0.1%	3.9%
CN(NC(=O)c1ccco1)c1nc2ccccc2nc1C(F)(F)F	-6.5%	-5.6%	?	5.1%	-0.3%	.	0.9%	15.4	1.9	-10.3%	1.8%
Cc1c(C(=O)Nc2ccc(S(=O)(=O)N(C)C3CCN(C)CC3)cc2)oc2ccccc12	?	-2.4%	.	0.0%	-0.2%	.	.	3.8	.	-57.5%[inhibitor]	-3.3%
COc1ccc(NC(=O)C2CCN(S(=O)(=O)c3cn(C)nc3C)CC2)cc1	2.0%	-3.6%	.	-5.8%	-0.9%	.	-1.0%	3.1	.	30.5%	-3.1%
Cc1ccc(C)n1-c1ccncc1	-0.1%	-2.5%	-0.6%	0.6%	-1.0%	-6.4%	0.0%	-16.9	0.9	-27.9%	2.9%
CCCCN1C2CCCC1CC(NC(=O)c1cccc(Cl)c1)C2 (stereo unspecified)	-2.6%	-0.3%	-7.2%	0.7%	0.2%	-11.3%	3.9%	-2.4	0.2	-2.5%	2.4%
CNC(=O)c1ccc(NC(=O)CCNC(=O)Nc2ccccc2)cc1	2.1%	-5.2%	.	-1.4%	-0.1%	.	.	-6.1	.	19.7%	4.3%
COc1ccc2c(COC(=O)c3n[nH]c4ccccc34)cc(=O)oc2c1	?	0.4%	.	2.8%	0.0%	-11.8%	-0.5%	-19.8	-1.6	-1.9%	2.2%
COc1cc2c(cc1OC)C(c1ccc(Br)cc1)N(C(=O)c1ccccc1C(=O)O)CC2 (stereo unspecified)	-1.4%	-2.5%	5.4%	-3.1%	-1.0%	-0.4%[11.5 µM]	-2.4%	13.3	6.4	?	4.4%
CCc1nnc(N/N=C/c2cccs2)n1N	?	0.7%	-3.1%	-4.9%	-0.9%	1.1%	.	20.7	-17.7	?	-2.6%
CSc1ccccc1NC(=O)CSc1nnc(CNC(=O)c2ccccc2F)n1C	-0.5%	-1.2%	3.7%	-0.1%	-0.1%	.	-1.4%	-1.2	0.1	4.7%	8.3%
CCOC(=O)c1c(C)nc2c(c1-c1ccccc1)C(=O)CCC2	16.4%	-0.1%	-5.8%	-1.7%	0.1%	3.1%	-2.4%	17.4	4.7	-6.7%	0.0%
CSc1nsc(SCC(=O)Nc2ccccn2)n1	-6.5%	2.7%	0.1%	0.4%	0.1%	3.5%	-3.0%	-16.7	-4.0	?	-0.6%
CC1CCCCN1S(=O)(=O)c1ccc(-n2cnnn2)cc1 (stereo unspecified)	-0.3%	-3.0%	6.9%	2.5%	0.2%	.	-1.7%	1.9	0.0	6.3%	0.5%
CC(=O)N1N=C(c2cccc(NS(C)(=O)=O)c2)CC1c1cccs1 (stereo unspecified)	-8.4%	-4.1%	1.0%	15.1%	0.0%	?	9.2%	-3.5	2.2	-6.6%	-0.8%
COc1ccc(CCNC(=O)CCNS(=O)(=O)c2cccc(Cl)c2)cc1OC	4.0%	-1.1%	0.1%	-2.9%	-0.1%	-9.2%	9.2%	-9.3	-1.1	-2.1%	-0.9%
Cc1cc(-c2ccn[nH]2)c(C)s1	?	-7.1%	-0.7%	-7.7%	-0.6%	5.5%	1.2%	9.1	1.4	?	5.7%
CCc1ccc(-c2ccc(C(=O)C(F)(F)F)[nH]2)cc1	?	-2.4%	-29.3%	2.8%	0.1%	10.2%	0.6%	-0.6	-3.2	-12.3%	3.1%
C=C(Cl)COc1ccc2c(C)cc(=O)oc2c1	?	-8.7%	-4.3%	2.3%	10.8%	-1.7%	0.8%	3.5	3.1	-7.0%	12.4%
Cc1cc(=O)[nH]c(SCCCOc2ccccc2Cl)n1	?	0.5%	-23.4%	-0.1%	-0.8%	-16.0%	-2.8%	-3.5	4.0	-13.7%	-1.2%
C/C(=N\O)C(=O)NCc1ccccn1	-0.7%	-2.8%	13.4%	10.0%	0.1%	-3.4%	1.3%	8.2	0.0	-7.6%	-0.9%
CCC(c1nnc(SCC(=O)Nc2c(F)cccc2F)n1Cc1ccccc1)N(C)C (stereo unspecified)	8.2%	-5.3%	.	2.9%	-0.1%	-19.0%	-3.4%	-13.6	.	2.3%	-1.2%
O=C(c1cccs1)N1CCN(c2ccccc2)CC1	0.8%	-5.7%	6.8%	-8.0%	-0.1%	-1.6%	-0.6%	-7.0	1.8	31.5%	3.9%
CCN(c1ccccc1)S(=O)(=O)c1ccc(Cl)c(NC(=O)CN2CCCCCC2)c1	8.2%	-8.2%	.	-5.4%	0.1%	8.3%	-3.1%	-11.5	-13.8	-72.3%[inhibitor]	9.3%
Cc1ccc(OCCSc2nc3ccccc3n2CC(=O)O)cc1C	11.6%	-12.4%	18.3%	0.1%	-0.8%	2.6%	3.9%	?	11.5	13.6%	0.7%
O=C(NN(c1ccccc1)c1ccccc1)c1ccc([N+](=O)[O-])o1	?	1.5%	2.9%	-0.2%	0.4%	-6.0%	1.0%	-89.3*	-5.6	-40.8%	-0.3%
Nc1n[nH]c(N)c1N=Nc1cccc(F)c1	?	-0.4%	?	3.0%	-0.9%	-3.9%	.	-6.7	-0.9	17.0%	-0.3%
Cc1nn(C)c(C)c1CN(C)C(=O)C1(C)CC1(Br)Br (stereo unspecified)	3.8%	-5.3%	2.5%	3.0%	-0.5%	-3.2%	-0.8%	-2.7	-0.2	15.6%	-1.6%
O=c1[nH]c(=S)c2ncn(-c3ccccc3)c2[nH]1	?	-4.9%	.	0.2%	-0.8%	-1.3%	-3.4%	7.1	-3.1	-5.1%	-2.4%

High-throughput results: PubChem, National Center for Advancing Translational Sciences (NCATS)

An excerpt. The share of hits here may be higher or lower than overall.
